# Assay outcomes from PubChem BioAssay.
# B2AR arrestin ag: qHTS assay of beta-arrestin-biased ligands of beta2-adrenergic receptor: NCGC Sytravon Library Screen | HTLA Tango cells, beta-arrestin recruitment, luciferase luminescence, 18 h | AID 1347077, 2019 | Beta-2 adrenergic receptor (Homo sapiens), P07550 | Potency, µM (titrated, usually from 46.1 µM), inactives show at the highest dose activation, actives largely listed as activators | 44,000 tested, under 10 active;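 note: potency is the fitted concentration of half-maximal effect; 0% = DMSO and full agonism = EC100 isoproterenol or metaproterenol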
# Target sequence (P07550 whole entry, looked up): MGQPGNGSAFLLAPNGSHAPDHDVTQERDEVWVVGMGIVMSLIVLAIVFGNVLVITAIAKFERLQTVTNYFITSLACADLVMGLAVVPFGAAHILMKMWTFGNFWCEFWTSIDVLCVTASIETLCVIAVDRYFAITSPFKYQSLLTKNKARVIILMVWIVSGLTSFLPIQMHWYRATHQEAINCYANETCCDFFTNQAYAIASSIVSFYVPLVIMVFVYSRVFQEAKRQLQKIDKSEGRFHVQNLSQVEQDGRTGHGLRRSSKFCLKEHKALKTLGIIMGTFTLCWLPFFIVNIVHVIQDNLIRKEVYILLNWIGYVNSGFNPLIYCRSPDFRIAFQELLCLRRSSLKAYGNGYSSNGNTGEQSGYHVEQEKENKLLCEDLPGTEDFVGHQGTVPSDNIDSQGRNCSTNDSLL
#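 Luminescence read-out: arrestin recruitment to recombinant beta2-AR releases tTA, inducing luciferase. Cells exposed 18 hr at 37 degrees C to up to 46 microM compound; %Activity from corrected signal, concentration-response curves classified by r2, magnitude and efficacy.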
# TSG101-PTAP inh: qHTS Validation Assay for Inhibitors of HIV-1 Budding by Blocking the Interaction of PTAP/TSG101: Sytravon Library Screen | Fluorescence polarization, FITC-PTAP peptide/Tsg101, 20 min | Tumor susceptibility gene 101 protein (Homo sapiens), Q99816 | 44,000 tested, under 10 active | Potency, µM (doses to about 115 µM), for the others: at the highest dose activity change, negative = inhibition, hits mostly inhibitors | AID 1347069, 2019; note: potency is the fitted concentration of half-maximal effect; 0% is about no effect
#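 Fluorescence polarization binding of Tsg101 binding domain (10 uM final) to FITC-labeled PTAP-motif peptide (50 nM final) in HEPES pH 7.5/NaCl/Tween 20/EDTA/TCEP buffer; 20 min at r.t. Actives by curve class, <25 µM, efficacy <60% inhibition.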
# p53null 32C kill: qHTS Screen for Compounds that Selectively Target Cancer Cells with p53 Mutations: Cytotoxicity of p53 Null Cells at the Permissive Temperature | H1299-neo p53 null cells, ATP luminescence, 24 h, 32C | Potency, µM (top dose mostly 46.1 µM), for inactives: at the highest dose activity change, negative = cytotoxicity, actives largely listed as cytotoxic | 55,000 tested, 0.62% active;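 note: potency is the fitted concentration of half-maximal effect; 0% = DMSO only and -100% = full killing by 100 µM tamoxifen; nearly all actives have a fitted effect of over 55% in size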
#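 AC50 values derive from Hill modelling of qHTS concentration-response data (up to 46 uM) in H1299-neo cells. Cells were treated 24 h at 32C following overnight attachment at 37C; viability was read as cellular ATP.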
# FH mod: Identification of activators of human fumarate hydratase by quantitative high-throughput screening. Fumarate hydratase, mitochondrial (Homo sapiens), P07954. FH coupled MDH/diaphorase resazurin fluorescence, 15 min. Potency, µM (top dose mostly 79.9 µM), for the others: at the top dose activity change, negative = inhibition, actives largely listed as inhibitors. 54,000 tested, 0.22% active; note: potency is the fitted concentration of half-maximal effect; % is set by controls: 0 for no effect and ±100 for the full control effect; the screen sought activators but most active calls are inhibition curves; nearly all actives have a fitted effect of over 45% in size
# Target sequence (P07954 whole entry, looked up): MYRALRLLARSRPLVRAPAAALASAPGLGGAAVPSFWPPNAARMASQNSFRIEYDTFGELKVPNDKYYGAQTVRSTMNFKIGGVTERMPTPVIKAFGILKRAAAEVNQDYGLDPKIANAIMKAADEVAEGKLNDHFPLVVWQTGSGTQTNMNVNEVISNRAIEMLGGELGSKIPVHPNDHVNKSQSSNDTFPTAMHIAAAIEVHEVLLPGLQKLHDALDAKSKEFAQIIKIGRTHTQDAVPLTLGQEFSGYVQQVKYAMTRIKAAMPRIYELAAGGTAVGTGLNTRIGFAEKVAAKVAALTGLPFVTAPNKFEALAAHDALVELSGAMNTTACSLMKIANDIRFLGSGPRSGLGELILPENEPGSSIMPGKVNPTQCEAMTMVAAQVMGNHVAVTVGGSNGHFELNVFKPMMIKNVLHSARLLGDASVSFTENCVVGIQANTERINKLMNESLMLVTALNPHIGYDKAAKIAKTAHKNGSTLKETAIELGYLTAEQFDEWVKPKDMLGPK
# GALK inhibitor: qHTS Assay for Inhibitors of Human Galactokinase (GALK): NCGC Sytravon Library Screen. Potency, µM (titrated, usually from 57.5 µM), inactives show at the highest dose activity, negative = inhibition, most hits filed as inhibitors. 44,000 tested, under 10 active. P51570. recombinant GALK, Kinase-Glo ATP luminescence, 1 h;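 note: plate controls were full GALK reaction for no effect and reaction lacking GALK for full effect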
#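 Luminescent ATP-depletion readout (Kinase-Glo Plus) after 1 h room-temperature incubation of human GALK (5 nM) with galactose 100 µM and ATP 35 µM, pH 8.0 HEPES/Mg2+ buffer; compounds tested in qHTS format.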
# p53null 39C kill: qHTS Screen for Compounds that Selectively Target Cancer Cells with p53 Mutations: Cytotoxicity of p53 Null Cells at the Nonpermissive Temperature. H1299 p53-null (neo) cells, 39C, ATPlite viability, 24 h. Potency, µM (series often up to 46.1 µM), inactives show top-dose activity, negative = cell killing, most hits filed as cytotoxic. 55,000 tested, 0.97% active. AID 904, 2007;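 note: potency is the fitted concentration of half-maximal effect; 0% = DMSO only and -100% = full killing by 100 µM tamoxifen; nearly all actives have a fitted effect of over 50% in size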
#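 Concentration-response (up to 46 uM) was run for 24 h at the nonpermissive 39C on H1299-p53A138V or H1299-neo cells. ATP content was measured with ATPlite luminescence. AC50 values were Hill-modeled after normalizing between DMSO and 100 uM tamoxifen killing.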
# NTMT1 inhibitor: Primary qHTS for Inhibitors of N-terminal methyltransferase 1 (NTMT1): MTaseGlo Assay; 59,000 tested, 2.5% active; Potency, µM (doses to about 114 µM), without a hit: at the top dose activity change, negative = inhibition, actives largely listed as inhibitors; NTMT1 MTase-Glo SAH luminescence, purified enzyme;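 note: potency is the fitted concentration of half-maximal effect; plate controls were DMSO vehicle for no effect and no enzyme for full effect; nearly all actives have a fitted effect of over 65% in size; many of its hits are not listed in these tables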
# Starred values were filed as active, the others as inactive; u = inconclusive; x = no result given; [ ] = another dose, or the depositor's remark. Calls come from the whole dose curve; as a rule, active = well fitted curve in the direction sought with a large enough effect; inconclusive = small, poorly fitted or top-dose-only effect, or another doubt; inactive = no such curve, though single readings can be large; an effect the other way counts as inactive or inconclusive. Some of the compounds tested; count on the stated rates, not on these rows.
No.	molecule	B2AR arrestin ag	TSG101-PTAP inh	p53null 32C kill	FH mod
1	CC(C)Cc1ccc(S(=O)(=O)N2CCC(c3ccncc3)CC2)cc1	-3%	-6%	u	-8%
2	Clc1ccc(CCNC(c2ccc(Cl)cc2)c2nnc(-c3ccccc3)o2)cc1 (stereo unspecified)	0%	-4%	3%	x
3	CCn1c2ccccc2c2nnc(N3CCN(c4cccc(Cl)c4)CC3)nc21	2%	0%	1%	-1%
4	Cc1ccc(-n2nc3c(N4CCC(C(=O)NC5CCCCC5)CC4)nnc(C)c3c2C)cc1	2%	0%	16%	8%
5	COc1cc(NS(=O)(=O)c2ccc3c(c2)OCC(C(=O)N2CCCC2)O3)cc(OC)c1 (stereo unspecified)	3%	-7%	-2%	-6%
6	CCC(=O)Nc1ccccc1-c1nc2ccccc2n(CC(=O)Nc2ccccc2OC)c1=O	-2%	3%	-9%	-1%
7	COc1cccc(C2c3c(-c4ccccc4O)n[nH]c3C(=O)N2Cc2cccnc2)c1 (stereo unspecified)	1%	-1%	16%	-25%
8	Cc1ccc(NS(=O)(=O)c2ccc3c(c2)C(C(C)C)C(=O)N3)cc1C (stereo unspecified)	-1%	-7%	28%	-28%

No.	GALK inhibitor	p53null 39C kill	NTMT1 inhibitor
1	-8%	u	u
2	-5%	-6%	x
3	2%	-10%	11%
4	1%	-13%	-20%
5	4%	-9%	-3%
6	-1%	1%	-24%
7	1%	-9%	0%
8	-4%	11%	u

# Carrying on.
No.	molecule	B2AR arrestin ag	TSG101-PTAP inh	p53null 32C kill	FH mod
9	COc1ccc(OC)c(NS(=O)(=O)c2ccc3[nH]c4c(c3c2)CCCCC4)c1	-1%	-4%	25%	u
10	Cc1ccc(-n2c(=O)c3c(c4cc(C)ccc4n3C)n(Cc3ccc(F)cc3)c2=O)cc1	0%	11%	-5%	u
11	COC(=O)c1ccc(Oc2nc3c(c(=O)n(C)c(=O)n3C)n2Cc2ccc(Cl)c(Cl)c2)cc1	0%	-4%	-3%	-5%
12	Cc1ccc2nc(CN3CCN(S(=O)(=O)c4ccc(C(C)C)cc4)CC3)oc2c1	0%	-4%	-2%	u
13	Cc1ccc(CCNC(=O)CS(=O)Cc2nc(-c3ccccc3C)oc2C)cc1 (stereo unspecified)	-2%	-3%	2%	-3%
14	COc1cc(CN2CCc3nc(N4CCN(c5ncccn5)CC4)ncc3C2)cc(OC)c1OC	-1%	-3%	5%	-1%
15	COc1ccc(NC(=O)CCCOc2cc(=O)n(C)c3ccccc23)c(OC)c1	-1%	2%	-13%	-10%
16	CC(C)c1ccc(Cc2cnc(NC(=O)c3ccc4c(c3)CC(c3ccccc3)OC4=O)s2)cc1 (stereo unspecified)	12%	-2%	-9%	9%

No.	GALK inhibitor	p53null 39C kill	NTMT1 inhibitor
9	1%	46%[activator]	u
10	0%	-7%	6%
11	0%	-1%	2%
12	4%	5%	6%
13	-1%	6%	u
14	-3%	-14%	22%
15	8%	-10%	2%
16	1%	-16%	15%

# The results go on:
No.	molecule	B2AR arrestin ag	TSG101-PTAP inh	p53null 32C kill	FH mod
17	Cc1ccc(SCC(=O)Nc2ccc3oc(-c4ccccc4F)nc3c2)cc1	-4%	2%	-13%	u
18	O=C(NCc1cccc(Cl)c1)c1cc2c(s1)-c1ccccc1SC2	-3%	4%	21%	-22%
19	CCc1nn(CC(=O)Nc2c(C)cc(C)cc2C)c(=O)c2cc3sccc3n12	2%	-1%	1%	-3%
20	Cc1cccc(OC(=O)CSc2nnc(-c3cccs3)o2)c1C	-3%	-3%	5%	-2%
21	Cn1c(=O)n(-c2cccc(Cl)c2)c(=O)c2sc3ccccc3c21	-1%	0%	10%	1%
22	Cc1cccc(N(C)C(=O)C2CCC(CNS(=O)(=O)c3cccc4nsnc34)CC2)c1 (stereo unspecified)	-2%	-3%	-4%	-14%
23	Cc1cc(C)cc(-n2c(SCC(=O)N3CCC(C)CC3)nc3c([nH]c4ccccc43)c2=O)c1	0%	1%	1%	3%
24	CC(C)CCn1c(=O)c2cccnc2n(CC(=O)Nc2ccccc2F)c1=O	1%	1%	-12%	-5%

No.	GALK inhibitor	p53null 39C kill	NTMT1 inhibitor
17	0%	u	4%
18	0%	-20%	13%
19	-1%	6%	-2%
20	4%	11%	-1%
21	6%	-11%	4%
22	10%	-7%	-6%
23	1%	12%	u
24	0%	-9%	21%

# Following part
No.	molecule	B2AR arrestin ag	TSG101-PTAP inh	p53null 32C kill	FH mod
25	Cc1ccc(NC(=O)CN2C(=O)C(c3ccccc3)=NC23CCCCC3)cc1C	-4%	1%	8%	-13%
26	Cc1c(Nc2nc3ccccc3n3c(C)nnc23)cccc1C(=O)O	1%	1%	-1%	5%
27	COc1cc(OC)cc(C(=O)Nc2ccc3nc(N4CCCCC4)cc(C)c3c2)c1	0%	1%	6%	u
28	Cc1c2cnn(CC(=O)NCc3ccc(F)cc3)c(=O)c2c(C)n1Cc1ccccc1F	-3%	-4%	17%	3%
29	Cn1cc(-c2cc3n(n2)CCC(=O)N3CCCC(=O)Nc2ccc(F)cc2F)c2ccccc21	-1%	1%	-3%	-1%
30	O=C(Nc1ccc(-c2nc3cc(NC(=O)c4ccccc4Cl)ccc3o2)cc1)c1ccccc1Cl	0%	-2%	19%	-26%
31	Cc1ccc(Cn2c(=O)n(CC3CCC(C(=O)N4CCOCC4)CC3)c(=O)c3sccc32)cc1 (stereo unspecified)	-1%	2%	-6%	0%
32	COc1ccc(Nc2cc(C(=O)NCCCN3CCN(c4ccccc4F)CC3)c3ccccc3n2)c(OC)c1	1%	2%	-5%	u

No.	GALK inhibitor	p53null 39C kill	NTMT1 inhibitor
25	-3%	-1%	20%
26	1%	u	11%
27	1%	u	-15%
28	7%	-1%	-1%
29	1%	u	2%
30	2%	23%	3%
31	0%	10%	11%
32	-1%	-9%	0%

# Ordered by number of heavy atoms (low to high): part of the list above.
No.	molecule	B2AR arrestin ag	TSG101-PTAP inh	p53null 32C kill	FH mod
28	Cc1c2cnn(CC(=O)NCc3ccc(F)cc3)c(=O)c2c(C)n1Cc1ccccc1F	-3%	-4%	17%	3%
31	Cc1ccc(Cn2c(=O)n(CC3CCC(C(=O)N4CCOCC4)CC3)c(=O)c3sccc32)cc1 (stereo unspecified)	-1%	2%	-6%	0%
32	COc1ccc(Nc2cc(C(=O)NCCCN3CCN(c4ccccc4F)CC3)c3ccccc3n2)c(OC)c1	1%	2%	-5%	u

No.	GALK inhibitor	p53null 39C kill	NTMT1 inhibitor
28	7%	-1%	-1%
31	0%	10%	11%
32	-1%	-9%	0%

# Continued.
No.	molecule	B2AR arrestin ag	TSG101-PTAP inh	p53null 32C kill	FH mod
33	CCOc1ccc(NC(=O)c2cc(S(=O)(=O)N3CCN(c4ccccc4F)CC3)ccc2F)cc1	0%	1%	6%	-22%
34	Cc1c(Cl)cccc1-c1ccc(C(=O)Nc2ccc3oc(-c4cccnc4)nc3c2)o1	-1%	3%	-1%	-2%
35	CCC1CN(C(=O)N2CCC(C(=O)NCCC3=CCCCC3)CC2)c2ccccc2O1 (stereo unspecified)	-1%	-1%	6%	-14%
36	Fc1ccc(Nc2c(-c3c[nH]c4ccccc34)nc3ccccn23)cc1	1%	-6%	-5%	6%
37	CCc1ccc2nc(N3CCN(C(=O)c4ccco4)CC3)sc2c1	-3%	-8%	-29%	-5%
38	COc1ccc(S(=O)(=O)N2Cc3ccccc3CC2C(=O)Nc2cc(Cl)ccc2Cl)cc1 (stereo unspecified)	-2%	-4%	-1%[9.22 µM]	-8%
39	COc1ccc(C(=O)N2CCC(C(=O)Nc3ccc(Cl)cc3)CC2)cc1	1%	-3%	-5%	0%
40	COc1ccc(C(=O)Nc2ccc(-c3nc4ncccc4o3)cc2C)cc1Br	-1%	-1%	7%	2%

No.	GALK inhibitor	p53null 39C kill	NTMT1 inhibitor
33	3%	13%	7%
34	0%	16%	u
35	-9%	-4%	5%
36	-5%	1%	-7%
37	3%	-12%	-17%
38	-1%	5%	38%[activator]
39	-1%	0%	7%
40	0%	-12%	-15%

# (more compounds)
No.	molecule	B2AR arrestin ag	TSG101-PTAP inh	p53null 32C kill	FH mod
41	CCOC(=O)c1cnc2c(ccc3ccccc32)c1Nc1cccc(OC)c1	-1%	-2%	21%	-20%
42	COc1cccc(C(=O)Nc2ccc3oc(-c4ccc5ccccc5c4)nc3c2)c1	0%	-1%	-22%	-8%
43	Cc1ccc(-c2noc(-c3ccc(N4CCN(C)CC4)c([N+](=O)[O-])c3)n2)cc1	-3%	0%	-11%	10%
44	COc1cc(OC)cc(-c2nc3nc(C)c(CCC(=O)Nc4ccc(C)cc4)c(C)n3n2)c1	1%	0%	-1%	-22%
45	O=C(CSc1nc(Nc2ccccc2)c2ccccc2n1)c1ccc(Cl)cc1	-2%	0%	-2%	1%
46	CCOc1cc(C(=O)NCc2nc(-c3cccc(C)c3)no2)cc(OCC)c1OCC	-1%	-4%	-8%	1%
47	COc1ccc(-n2nc3cc(C)c(NC(=O)c4ccc(-c5ccc(Cl)cc5)o4)cc3n2)cc1	0%	2%	4%	-6%
48	Cc1cccc(OCC(=O)Nc2ccc3c(c2)nc(CCNC(=O)c2ccco2)n3C)c1	0%	1%	-3%	-4%
49	C=C(C)Cn1c(SCC(=O)c2ccc(Br)cc2)nc2sc3c(c2c1=O)CCCC3	0%	-1%	5%	2%
50	CC(=O)c1cccc(NC(=O)CSc2nc3c(c(=O)[nH]2)CCC3)c1	-2%	-2%	8%	-8%
51	O=C(NCCS(=O)(=O)N1CCN(c2ccc(F)cc2)CC1)c1ccccc1Br	1%	2%	-10%	3%

No.	GALK inhibitor	p53null 39C kill	NTMT1 inhibitor
41	1%	15%	-1%
42	-2%	-11%	10%
43	0%	-5%	-2%
44	6%	7%	u
45	-1%	-2%	8%
46	-11%	27%	3%
47	0%	-2%	-1%
48	0%	-1%	20%
49	-17%	-2%	11%
50	-12%	-4%	-4%
51	0%	-10%	1%
